From PubChem BioAssay
Runt-SMMHC FRET – Runt domain-CBFb-SMMHC interaction inhibition; Q01196+Q13951; Cerulean-Runt/Venus-CBFb-SMMHC FRET ratio 530/480, 1 h; inhibition, % at 20 µM; 220,000 compounds, 0.74% hits;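 active = mean inhibition across duplicate retests at 20 µM reaching about 50%, limit read from the data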;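 note: 0% = DMSO wells and 100% = wells with excess untagged CBFb-SMMHC; inhibitors lower the FRET ratio by blocking Runt binding to CBFb-SMMHC; some results filed as inactive read as strong as hits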
Wee1 degr inh – human Wee1 degradation inhibition, primary screen; 220,000 compounds, 1.2% hits; HeLa Luc-Wee1K328M stability, luciferase luminescence; 100% = proteasome inhibitor MG132 effect; reporter increase, % at 5 µM;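 active = activation above the mean of all tested compounds plus 3 SD, set per screening run, cut at about 8.8% in these data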;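 note: cells exposed to compound for 20 h before luminescence read; 0% = DMSO alone and 100% = MG132 at 30 µM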
FXIIa inh 1536 – blocks human coagulation factor XIIa protease activity | inhibition, % at 5 µM | P00748 | 220,000 compounds, 0.3% hits | AID 800 | purified FXIIa, Boc-QGR-AMC fluorogenic substrate, 2 h; in the data active = inhibition above about 40%;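 note: 0% = enzyme with no compound and 100% = blank without enzyme; many of its hits are not listed in these tables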
Runt-CBFb FRET – Runt domain-CBFb interaction inhibition. AID 1496. inhibition, % at 20 µM. 220,000 compounds, 0.46% hits. Cerulean-Runt/Venus-CBFb FRET ratio 530/480, 1 h;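 active = inhibition over about 50% at 20 µM in the single-dose screen, limit read from the data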;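 note: 0% = DMSO wells and 100% = excess unlabeled CBFb competitor control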
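Measured by: fluorescence energy transfer, 422 nm excitation, 530/480 nm emission; Assay system: Cerulean-Runt domain; Medium: Tris pH 7.5 buffer with BSA; Measure: loss of energy transfer signal; Controls: 5 µM unlabeled CBFb as full-inhibition high control; Incubation: protein complex preformed 1 h, compound exposure 1 h, room temperature, dark.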
FXIa inh 1536 – factor XIa (human) inhibition; P03951; purified FXIa, Boc-Glu-Ala-Arg-AMC fluorogenic substrate; inhibition, % at 5 µM; 220,000 compounds, 0.14% hits;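 active = inhibition of at least 40%; inactive = inhibition below 40%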;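 note: fluorescence of freed AMC excited at 355 nm; 0% = enzyme without compound and 100% = no enzyme blank; many of its hits are not listed in these tables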
Hck-Nef inh – human Hck-Nef kinase inhibition; P08631; Recombinant Hck-YEEI plus Nef, Z-Lyte FRET kinase assay; inhibition, % at 20 µM; 220,000 compounds, 0.68% hits; AID 463187;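 active = Hck-Nef kinase inhibition above about 50%, limit read from the data; inactive = inhibition below that limit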;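 note: 0% = DMSO with Hck plus Nef and 100% = Hck alone without Nef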
Target sequence (P08631 whole entry, looked up): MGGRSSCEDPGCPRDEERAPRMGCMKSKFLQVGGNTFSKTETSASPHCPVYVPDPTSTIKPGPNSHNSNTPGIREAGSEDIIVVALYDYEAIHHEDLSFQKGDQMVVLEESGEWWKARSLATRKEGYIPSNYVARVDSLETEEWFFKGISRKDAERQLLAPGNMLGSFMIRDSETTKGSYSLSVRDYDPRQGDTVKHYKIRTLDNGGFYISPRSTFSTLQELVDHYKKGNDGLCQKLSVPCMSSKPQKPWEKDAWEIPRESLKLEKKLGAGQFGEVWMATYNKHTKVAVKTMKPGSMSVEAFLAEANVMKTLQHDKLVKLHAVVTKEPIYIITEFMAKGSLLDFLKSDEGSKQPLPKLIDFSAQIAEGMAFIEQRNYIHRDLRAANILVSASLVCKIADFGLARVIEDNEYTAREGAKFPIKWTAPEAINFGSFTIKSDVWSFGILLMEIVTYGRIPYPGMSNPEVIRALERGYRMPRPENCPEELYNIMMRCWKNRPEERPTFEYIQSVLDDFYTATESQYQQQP
hK5 inh – blocks human kallikrein 5 protease activity; 210,000 compounds, 0.59% hits; inhibition, % at 5 µM; AID 873; Q9Y337; recombinant hK5, fluorogenic AMC substrate cleavage;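 active = inhibition of 40% or more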;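 note: 0% = enzyme controls without compound and 100% = no-enzyme blanks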
Target sequence (Q9Y337 67-293 limits assumed): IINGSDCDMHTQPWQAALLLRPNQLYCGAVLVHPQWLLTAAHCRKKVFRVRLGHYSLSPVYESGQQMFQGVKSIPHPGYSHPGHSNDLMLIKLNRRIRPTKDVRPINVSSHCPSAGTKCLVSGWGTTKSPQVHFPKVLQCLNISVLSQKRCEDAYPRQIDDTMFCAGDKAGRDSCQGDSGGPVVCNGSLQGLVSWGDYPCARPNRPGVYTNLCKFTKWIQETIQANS
Thrombin inh – thrombin (human) inhibition; P00734; alpha-thrombin, Boc-VPR-AMC fluorogenic substrate cleavage; inhibition, % at 5 µM; 220,000 compounds, 0.26% hits; AID 1046;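 active = inhibition at or above 40%; inactive = inhibition below 40%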;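 note: 0% = enzyme with no compound and 100% = wells without enzyme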
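System: human alpha-thrombin protein; Compound dosing: one concentration per compound, 5 µM, with 0.2% DMSO; Timing: reaction at room temperature; Technique: AMC fluorescence, 355/460 nm; Controls: enzyme without compound as high, wells lacking enzyme as low.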
14-3-3 Bad PPI – disrupts binding of bovine 14-3-3 zeta to phospho-Bad peptide; 220,000 compounds, 0.71% hits; TR-FRET 14-3-3zeta/Dy647-pBad peptide displacement, 1 h; inhibition, % at 21.7 µM; AID 781;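 active = inhibition above about 70%, limit read from the data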;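 note: 0% = full 14-3-3 plus peptide FRET controls and 100% = background without 14-3-3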
Target sequence (P63103 whole entry, looked up): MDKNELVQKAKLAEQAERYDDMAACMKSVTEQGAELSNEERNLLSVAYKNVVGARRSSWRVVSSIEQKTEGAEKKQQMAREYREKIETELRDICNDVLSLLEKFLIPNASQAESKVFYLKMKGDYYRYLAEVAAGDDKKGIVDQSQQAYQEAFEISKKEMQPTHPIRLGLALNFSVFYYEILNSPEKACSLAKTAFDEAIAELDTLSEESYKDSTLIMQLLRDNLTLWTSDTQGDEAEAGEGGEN
Active calls of the source: *; [ ] = remark or other dose. Outcome played no part in choosing rows; overall some 4.2% were active at least once.

Cc1noc(C)c1CSc1ncnc2sc(C)c(C)c12 was read as Runt-SMMHC FRET -1.9, Wee1 degr inh 0.5, FXIIa inh 1536 11.2, Runt-CBFb FRET -2.5, FXIa inh 1536 -13.3, Hck-Nef inh -0.6, hK5 inh -22.6, Thrombin inh -4.2 and 14-3-3 Bad PPI -2.5.
For O=C(c1ccc(-c2ccccc2)cc1)C1CCCN(C(=O)c2cncs2)C1 (stereo not given) the results were Runt-SMMHC FRET -0.2, Wee1 degr inh -2.8, FXIIa inh 1536 8.2, Runt-CBFb FRET -10.6, FXIa inh 1536 -2.4, Hck-Nef inh 22.2, hK5 inh 0.3, Thrombin inh -4.3 and 14-3-3 Bad PPI -7.3.
COc1ccc(-c2cc(-c3cccs3)c(C#N)c(SCC(=O)NCc3ccco3)n2)cc1 was read as Runt-SMMHC FRET -4.4, Wee1 degr inh 1.9, FXIIa inh 1536 8.0, Runt-CBFb FRET 1.8, FXIa inh 1536 0.4, Hck-Nef inh 10.5, hK5 inh 2.8, Thrombin inh -0.6 and 14-3-3 Bad PPI -1.0.
For N#Cc1c(SCc2ccc(Cl)cc2)sc(C(=O)c2ccccc2)c1N the results were Runt-SMMHC FRET 0.3, Wee1 degr inh -1.6, FXIIa inh 1536 18.8, Runt-CBFb FRET 3.0, FXIa inh 1536 10.6, Hck-Nef inh -0.2, hK5 inh 2.1, Thrombin inh 1.9 and 14-3-3 Bad PPI 2.6.
O=C(Nc1ccccc1)Nc1nncs1 was read as Runt-SMMHC FRET -3.1, Wee1 degr inh 0.7, FXIIa inh 1536 -4.4, Runt-CBFb FRET -1.4, FXIa inh 1536 -3.6, Hck-Nef inh 1.7, hK5 inh -1.1, Thrombin inh 1.6 and 14-3-3 Bad PPI 6.6[fluorescence artefact?].
CCC12CN(C(=O)c3ccc([N+](=O)[O-])cc3)CC(CC)(CN(C(=O)c3ccc([N+](=O)[O-])cc3)C1)C2=O was read as Runt-SMMHC FRET 0.6, Wee1 degr inh -0.9, FXIIa inh 1536 4.4, Runt-CBFb FRET -0.8, FXIa inh 1536 -4.6, Hck-Nef inh 6.6, hK5 inh -1.9, Thrombin inh 0.5 and 14-3-3 Bad PPI 3.1.
`C1CN(CC2CCN(c3nc4nonc4nc3N3CCSCC3)CC2)CCO1` gave Runt-SMMHC FRET -2.6, Wee1 degr inh -1.3, FXIIa inh 1536 5.8, Runt-CBFb FRET 0.6, FXIa inh 1536 -1.0, Hck-Nef inh 5.0, hK5 inh 2.1, Thrombin inh -9.2 and 14-3-3 Bad PPI -16.3.
For O=S(=O)(Nc1ccccc1)c1ccc(-c2csnn2)cc1 the results were Runt-SMMHC FRET -0.5, Wee1 degr inh 0.2, FXIIa inh 1536 43.4*, Runt-CBFb FRET 1.7, FXIa inh 1536 26.3, Hck-Nef inh -12.8, hK5 inh 25.8, Thrombin inh 18.5 and 14-3-3 Bad PPI -8.6.
`CCN1CCN(C(c2ccc(F)cc2)c2nnnn2Cc2cccs2)CC1` (stereo not given) gave Runt-SMMHC FRET -4.0, Wee1 degr inh 0.8, FXIIa inh 1536 15.7, Runt-CBFb FRET -0.8, FXIa inh 1536 4.0, Hck-Nef inh -3.8, hK5 inh -25.1, Thrombin inh 4.0 and 14-3-3 Bad PPI 7.6.
Screening O=C(N/N=C/c1c[nH]c2ccccc12)c1ccn(Cc2ccc(Cl)cc2Cl)n1 returned Runt-SMMHC FRET 3.4, Wee1 degr inh -0.1, FXIIa inh 1536 -7.8, Runt-CBFb FRET 0.7, FXIa inh 1536 -2.1, Hck-Nef inh 2.7, hK5 inh 16.6, Thrombin inh -2.5 and 14-3-3 Bad PPI 13.8[fluorescence artefact?].
Screening Cc1ccnc(-n2c(C)cc(/C=N/NC(=O)COc3cccc4cccnc34)c2C)c1 returned Runt-SMMHC FRET 1.7, Wee1 degr inh -1.0, FXIIa inh 1536 9.0, Runt-CBFb FRET 1.4, FXIa inh 1536 -3.4, Hck-Nef inh 20.0, hK5 inh -3.6, Thrombin inh -1.7 and 14-3-3 Bad PPI 2.1.
Screening O=C(CSc1nc2ccccc2c(=O)n1-c1ccccc1)NCc1ccco1 returned Runt-SMMHC FRET -1.1, Wee1 degr inh -1.1, FXIIa inh 1536 9.6, Runt-CBFb FRET 0.3, FXIa inh 1536 -2.2, Hck-Nef inh 3.6, hK5 inh -3.7, Thrombin inh -9.1 and 14-3-3 Bad PPI -14.2.
Screening CCC1(CC)Cc2ccccc2C(CC(=O)N2CCOCC2)=N1 returned Runt-SMMHC FRET 3.9, Wee1 degr inh 5.2, FXIIa inh 1536 7.8, Runt-CBFb FRET 3.0, FXIa inh 1536 2.0, Hck-Nef inh -4.5, hK5 inh 6.2, Thrombin inh 3.9 and 14-3-3 Bad PPI 69.6.
Screening Cc1ccc([N+](=O)[O-])cc1NC(=O)c1ccccc1 returned Runt-SMMHC FRET 1.8, Wee1 degr inh 3.5, FXIIa inh 1536 7.0, Runt-CBFb FRET 2.0, FXIa inh 1536 -4.2, Hck-Nef inh -5.1, hK5 inh -2.2, Thrombin inh -5.5 and 14-3-3 Bad PPI -1.2.
`Cc1ccc(C)c(OCC(=O)Nn2c(C)nc3ccccc3c2=O)c1` gave Runt-SMMHC FRET 0.0, Wee1 degr inh 1.3, FXIIa inh 1536 5.1, Runt-CBFb FRET -2.0, FXIa inh 1536 1.3, Hck-Nef inh -2.1, hK5 inh 2.5, Thrombin inh -3.6 and 14-3-3 Bad PPI -2.8.
For O=C(C1CCN(S(=O)(=O)c2ccccc2F)CC1)N1CCc2ccccc2C1 the results were Runt-SMMHC FRET -1.2, Wee1 degr inh 6.0, FXIIa inh 1536 3.2, Runt-CBFb FRET -0.4, FXIa inh 1536 -5.6, Hck-Nef inh 23.1, hK5 inh -3.8, Thrombin inh -2.4 and 14-3-3 Bad PPI -19.4.
For CCC(C)C1C(C#N)=C(N)Oc2n[nH]c(C)c21 (stereo not given) the results were Runt-SMMHC FRET 0.7, Wee1 degr inh 0.6, FXIIa inh 1536 13.5, Runt-CBFb FRET -4.6, FXIa inh 1536 1.1, Hck-Nef inh 0.9, hK5 inh -25.8, Thrombin inh -3.4 and 14-3-3 Bad PPI 1.9[fluorescence artefact?].
Screening CCOc1ccc(NC(=S)N=Nc2c(O)[nH]c3ccccc23)cc1 returned Runt-SMMHC FRET -3.0, Wee1 degr inh -1.0, FXIIa inh 1536 5.7, Runt-CBFb FRET -2.2, FXIa inh 1536 -1.1, Hck-Nef inh 25.3, hK5 inh -6.4, Thrombin inh -2.7 and 14-3-3 Bad PPI -14.7.
Screening O=C(c1ccc(Cl)s1)N1CCN(c2ccccc2)CC1 returned Runt-SMMHC FRET -10.7, Wee1 degr inh -1.7, FXIIa inh 1536 14.7, FXIa inh 1536 6.2, Hck-Nef inh -1.2, hK5 inh 4.9, Thrombin inh 1.7 and 14-3-3 Bad PPI -0.1[fluorescence artefact?].
For Cc1occc(=O)c1OC(=O)Nc1ccccc1 the results were Runt-SMMHC FRET -1.0, Wee1 degr inh -1.9, FXIIa inh 1536 -7.4, Runt-CBFb FRET -0.1, FXIa inh 1536 4.3, Hck-Nef inh 2.4, hK5 inh -49.0, Thrombin inh -2.1 and 14-3-3 Bad PPI -19.9.
`COc1ccc(C2=NOC(C(=O)N(C)Cc3ccccc3)C2)cc1` (stereo not given) gave Runt-SMMHC FRET 0.2, Wee1 degr inh 1.8, FXIIa inh 1536 10.5, Runt-CBFb FRET -0.6, FXIa inh 1536 1.5, Hck-Nef inh -0.5, hK5 inh 2.8, Thrombin inh -1.0 and 14-3-3 Bad PPI -9.8.
For COC(=O)c1cccc(NC(=S)Nc2ccc(Cl)c(Cl)c2)c1 the results were Runt-SMMHC FRET -0.2, Wee1 degr inh -0.3, FXIIa inh 1536 7.4, Runt-CBFb FRET 0.1, FXIa inh 1536 9.6, Hck-Nef inh 1.1, hK5 inh 3.4, Thrombin inh -0.5 and 14-3-3 Bad PPI 12.1.
`COc1ccc(NS(=O)(=O)c2cccc(NC(=O)NCCCl)c2)cc1` gave Runt-SMMHC FRET 3.3, Wee1 degr inh 0.8, FXIIa inh 1536 7.9, Runt-CBFb FRET 0.5, FXIa inh 1536 -7.8, Hck-Nef inh 17.5, hK5 inh -5.8, Thrombin inh -5.9 and 14-3-3 Bad PPI -6.6.
Screening CC1NC(=S)N(C2CCCCC2)C1=O (stereo not given) returned Runt-SMMHC FRET -0.5, Wee1 degr inh -3.4, FXIIa inh 1536 6.2, Runt-CBFb FRET -17.9, FXIa inh 1536 -0.7, Hck-Nef inh 25.1, hK5 inh -2.5, Thrombin inh 7.8 and 14-3-3 Bad PPI -5.5.
Screening Cc1cc(NC(=O)CSc2nnc(-c3ccoc3C)o2)no1 returned Runt-SMMHC FRET -0.2, Wee1 degr inh 2.5, FXIIa inh 1536 12.9, Runt-CBFb FRET -0.9, FXIa inh 1536 5.2, Hck-Nef inh -0.7, hK5 inh 1.9, Thrombin inh 2.9 and 14-3-3 Bad PPI 1.8.
`CCOC(=O)COc1cc(Br)c(/C=N/Nc2ccccc2)cc1OC` gave Runt-SMMHC FRET 0.0, Wee1 degr inh -2.0, FXIIa inh 1536 15.7, Runt-CBFb FRET -1.8, FXIa inh 1536 15.2, Hck-Nef inh 1.2, hK5 inh 4.2, Thrombin inh 5.7 and 14-3-3 Bad PPI 0.0.
`COc1ccc(/C=C/C(=O)c2ccc(NC3=NCCCS3)cc2)cc1OC` gave Runt-SMMHC FRET -25.2, Wee1 degr inh -0.6, FXIIa inh 1536 4.5, Runt-CBFb FRET -8.7, FXIa inh 1536 -4.4, Hck-Nef inh 16.5, hK5 inh -4.6, Thrombin inh -8.8 and 14-3-3 Bad PPI -15.7.
For CCOC(=O)c1ccccc1NC(=O)c1ccc(NS(C)(=O)=O)cc1 the results were Runt-SMMHC FRET 0.5, Wee1 degr inh -3.2, FXIIa inh 1536 11.4, Runt-CBFb FRET -3.7, FXIa inh 1536 1.9, Hck-Nef inh 0.6, hK5 inh -10.3, Thrombin inh 5.2 and 14-3-3 Bad PPI -11.1.
O=C(c1ccccc1F)N1CCN(c2ccccc2F)CC1 was read as Runt-SMMHC FRET -2.4, Wee1 degr inh -2.5, FXIIa inh 1536 9.1, Runt-CBFb FRET -2.3, FXIa inh 1536 9.6, Hck-Nef inh -5.7, hK5 inh -21.5, Thrombin inh 2.0 and 14-3-3 Bad PPI 1.8.
For CC(=O)N1CCN(c2ccc(NC(=O)c3cccc(OCc4ccccc4)c3)cc2)CC1 the results were Runt-SMMHC FRET 0.1, Wee1 degr inh 3.1, FXIIa inh 1536 22.8, Runt-CBFb FRET -1.6, FXIa inh 1536 9.8, Hck-Nef inh 3.3, hK5 inh 5.9, Thrombin inh 6.6 and 14-3-3 Bad PPI -5.6.
